Source: PubChem BioAssay
GRK2 aptamer HTS: compounds blocking aptamer binding on GRK2 – biochemical, human GRK2, bead flow cytometry, HTS, primary screen. inhibition of aptamer binding, % at 10 µM. FAM-aptamer displacement from GRK2. AID 488847, 2010. actives 0.59% (n = 330,000);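 active = inhibition of aptamer binding above 40%, roughly 3 SD of noise, on plates passing a quality check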;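 note: median bead fluorescence of bound FAM aptamer so fluorescent compounds give negative values; no value below 0 was filed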
JMJD2C inh: inhibitors of GASC-1 histone demethylase, primary screen, biochemical, fluorescence, DELFIA europium. GST-JMJD2C(1-420) H3K9me3 demethylation. Lysine-specific demethylase 4C (Homo sapiens), Q9H3R0. inhibition, % at 2.35 µM. actives 0.069% (n = 330,000);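 active = more than half of a compound's replicate wells show inhibition beyond 50%, single wells judged on their own value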;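 note: signal counts dimethyl H3K9 product captured on neutravidin plate; 0% = median of DMSO wells and 100% = 0.3 times that DMSO median; strong numbers were not always called active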
HCV core dimer: inhibitors of HCV core protein dimerization, primary screen, biochemical, TR-FRET, high-throughput; inhibition, % at 5 µM; TR-FRET GST/Flag-core106 dimerization, 1536-well; actives 0.33% (n = 300,000);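 active = inhibition above the mean of all tested compounds plus 3 SD, set per screening campaign, cut at about 45% in these data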
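Assay system – GST-tagged and Flag-tagged HCV core protein residues 1-106 · Quantity – core106 proteins, GST 13.5 nM and Flag 17 nM · Benchmarks – unlabelled core106 and no-GST-core106 wells · Read-out basis – percent inhibition of core106 dimerization signal · Detection – time-resolved FRET, ex 340 nm, em 617 and 671 nm · Schedule – 4 h at 22.5 °C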
VLA-4 inh: inhibition in human VLA-4 binding assay, primary screen, VLA-4 allosteric modulator project, MLPCN library, flow cytometry, VLA-4 expressing cells | actives 0.2% (n = 330,000) | inhibition, % (about 7 µM as worked out from the volumes in the protocol) | Integrin alpha-4 (Homo sapiens), P13612 | AID 2557, 2010 | ligand binding flow cytometry; in the data active = inhibition above about 50%
PP1 inh: PP1-alpha phosphatase inhibitors, primary screen, counter-screen for PP5 inhibitor project, biochemical, fluorescence, OMFP substrate, single point; Serine/threonine-protein phosphatase PP1-alpha catalytic subunit (Homo sapiens), P62136; purified PP1alpha; inhibition, % at 6.7 µM; actives 0.9% (n = 320,000);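 active = inhibition above the mean inhibition of all tested compounds plus 3 SD, computed separately for each screening campaign, cut at about 15% in these data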
Target sequence (P62136 whole entry, looked up): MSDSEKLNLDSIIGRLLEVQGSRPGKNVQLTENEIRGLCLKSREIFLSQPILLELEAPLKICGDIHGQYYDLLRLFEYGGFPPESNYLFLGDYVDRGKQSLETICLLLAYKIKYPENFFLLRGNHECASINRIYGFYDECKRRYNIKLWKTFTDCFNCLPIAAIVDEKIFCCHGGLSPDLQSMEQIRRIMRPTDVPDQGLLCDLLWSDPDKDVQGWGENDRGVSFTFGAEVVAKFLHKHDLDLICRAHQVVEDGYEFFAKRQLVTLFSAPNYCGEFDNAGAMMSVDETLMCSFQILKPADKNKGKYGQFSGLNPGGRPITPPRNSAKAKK
PP5 primary: PP5 phosphatase inhibitors, primary screen, biochemical, fluorescence | AID 1987, 2009 | inhibition, % at 6.7 µM | purified PP5c, OMFP substrate fluorescence | Serine/threonine-protein phosphatase 5 (Homo sapiens), P53041 | actives 0.18% (n = 320,000);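 active = inhibition above the campaign's mean inhibition across all tested compounds plus 3 SD, cut at about 9.5% in these data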;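 note: 0% = DMSO only and 100% = 100 µM cantharidin control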
Target sequence (P53041 whole entry, looked up): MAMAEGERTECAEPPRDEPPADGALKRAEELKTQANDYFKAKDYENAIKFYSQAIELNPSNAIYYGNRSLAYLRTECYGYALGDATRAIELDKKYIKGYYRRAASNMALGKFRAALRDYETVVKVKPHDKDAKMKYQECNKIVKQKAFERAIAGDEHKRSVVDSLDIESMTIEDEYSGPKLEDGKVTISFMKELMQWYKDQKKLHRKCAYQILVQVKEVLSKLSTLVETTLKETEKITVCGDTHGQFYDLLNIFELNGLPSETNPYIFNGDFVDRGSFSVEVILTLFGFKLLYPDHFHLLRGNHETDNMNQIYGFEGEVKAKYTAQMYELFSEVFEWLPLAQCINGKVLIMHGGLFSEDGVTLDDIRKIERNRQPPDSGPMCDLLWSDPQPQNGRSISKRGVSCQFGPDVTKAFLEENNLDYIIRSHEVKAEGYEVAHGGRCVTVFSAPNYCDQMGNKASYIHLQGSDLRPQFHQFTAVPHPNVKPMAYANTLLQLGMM
procasp7 counter: procaspase-7 activators, primary screen, counter-screen for procaspase-3 activator project, biochemical, absorbance, HTS, human. Caspase-7 (Homo sapiens), P55210. recombinant procaspase-7, Ac-DEVD-pNA absorbance 405 nm; D23A/D198A/D206A triple mutant, cannot self-cleave; scale: DMSO 0, 5 µM enzyme 100. activation, % at 8.5 µM. actives 0.093% (n = 330,000);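 active = percent activation above the screen-wide mean plus 3 SD, cut at about 25% in these data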
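System: Uncleavable procaspase-7 mutant enzyme; Amount: 2 µM procaspase-7 mutant as dispensed; Schedule: 1 h compound preincubation, 2 h substrate cleavage, 25 °C; Measured by: 405 nm absorbance of p-nitroaniline; Evaluation: percent activation from buffer-corrected 0–120 min absorbance change; Control set: low DMSO alone, high DMSO plus 5 µM PC-7.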
Fh CTSL1 inh: Fasciola hepatica cathepsin L1 inhibitors, primary screen, counter-screen for PFM18AAP inhibitor project, biochemical, QFRET, fluorogenic peptide substrate. actives 0.49% (n = 300,000). AID 1906, 2009. inhibition, % at 5.96 µM. recombinant F. hepatica cathepsin L1, Z-Leu-Arg-MCA fluorescence;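 active = inhibition above the mean of all tested compounds plus 3 SD, set per screening campaign, cut at about 17% in these data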;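 note: 0% = plate median of test compound wells and 100% = 1 µM Z-Phe-Ala-diazomethylketone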
procasp3 activ: activators of human procaspase-3 D3A mutant, primary screen, biochemical, absorbance, PC-3 D3A mutant, single concentration; activation, % at 8.5 µM; actives 0.11% (n = 330,000); Caspase-3 (Homo sapiens), P42574; recombinant procaspase-3 D3A, Ac-DEVD-pNA absorbance 405 nm;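 active = activation above the mean of all tested compounds plus 3 SD, cut at about 21% in these data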;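 note: 0% = DMSO alone and 100% = DMSO wells spiked with extra 5 µM PC-3 D3A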
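Compound: 8.5 µM single point, 0.8% DMSO / Material: Autoprocessing-dead procaspase-3 D3A mutant enzyme / Timing: 1 h preincubation plus 2 h reaction at 25 °C / Medium: Zinc-free HEPES/NaCl buffer with 0.01% Triton X-100 at pH 7.4 / Technique: 405 nm absorbance of p-nitroaniline, reads at 0 and 120 min / Repeats: one well per compound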
* hit, by the source's call; i = inactive; x = not tested or not shown; & = joins results of further samples.

Preview, 10 compounds:
SMILES	GRK2 aptamer HTS	JMJD2C inh	HCV core dimer	VLA-4 inh	PP1 inh	PP5 primary	procasp7 counter	Fh CTSL1 inh	procasp3 activ
CCOC(=O)c1cc(S(=O)(=O)NCC2CCN(Cc3cccc(C)c3)CC2)cn1C	0	14	3	1	-1	-0.6	9	3	-5
COc1ccc(C2CC(=O)c3cnn(-c4nc(C)cc(C)n4)c3C2)cc1 (stereo not drawn)	2	7	5	-3	0	1.0	11	-4	-7
CC1C(=O)N2CCCc3cc(S(=O)(=O)NCc4ccccc4Cl)cc1c32 (stereo not drawn)	0	13	11	-3	0	0.6	-4	-2	4
COc1ccc(NC(=O)C2CC(=O)N/C(=N/N=C/c3ccco3)S2)cc1 (stereo not drawn)	1	-4	2	-4	-1	-1.7	-5	1	-7
Cc1cccc(C)c1NC(=O)CNC(=O)c1c(-c2ccccc2)noc1C	5	-4	x	40	-1	2.5	2	x	-3
COc1cccc(NC(=O)Cc2cn(C)c3ccccc23)c1	6	-5	-4	0	2	1.2	-3	-4	6
Brc1ccc(CNCc2cccs2)cc1	0	-7	3	1	1	1.8	3	-3	3
O=C(c1ccc(N2C(=O)C3CCCCC3C2=O)cc1)N1CCCCC1 (stereo not drawn)	0	-36	-4	11	0	-0.3	10	-1	12
O=C(CSc1nnc2ccccn12)Nc1ncc(Cl)cc1Cl	2	-1	2	-5	-4	3.5	7	1	1
COc1ccc(C2CCCN2C(=O)c2cccs2)cc1 (stereo not drawn)	8	2	-3	8	-3	0.3	10	1	1

Results, from the start:
SMILES	GRK2 aptamer HTS	JMJD2C inh	HCV core dimer	VLA-4 inh	PP1 inh	PP5 primary	procasp7 counter	Fh CTSL1 inh	procasp3 activ
CCOC(=O)c1cc(S(=O)(=O)NCC2CCN(Cc3cccc(C)c3)CC2)cn1C	0	14	3	1	-1	-0.6	9	3	-5
COc1ccc(C2CC(=O)c3cnn(-c4nc(C)cc(C)n4)c3C2)cc1 (stereo not drawn)	2	7	5	-3	0	1.0	11	-4	-7
CC1C(=O)N2CCCc3cc(S(=O)(=O)NCc4ccccc4Cl)cc1c32 (stereo not drawn)	0	13	11	-3	0	0.6	-4	-2	4
COc1ccc(NC(=O)C2CC(=O)N/C(=N/N=C/c3ccco3)S2)cc1 (stereo not drawn)	1	-4	2	-4	-1	-1.7	-5	1	-7
Cc1cccc(C)c1NC(=O)CNC(=O)c1c(-c2ccccc2)noc1C	5	-4	x	40	-1	2.5	2	x	-3
COc1cccc(NC(=O)Cc2cn(C)c3ccccc23)c1	6	-5	-4	0	2	1.2	-3	-4	6
Brc1ccc(CNCc2cccs2)cc1	0	-7	3	1	1	1.8	3	-3	3
O=C(c1ccc(N2C(=O)C3CCCCC3C2=O)cc1)N1CCCCC1 (stereo not drawn)	0	-36	-4	11	0	-0.3	10	-1	12
O=C(CSc1nnc2ccccn12)Nc1ncc(Cl)cc1Cl	2	-1	2	-5	-4	3.5	7	1	1
COc1ccc(C2CCCN2C(=O)c2cccs2)cc1 (stereo not drawn)	8	2	-3	8	-3	0.3	10	1	1
COc1ccc(-c2sc3ccc(N4CCOCC4)cc3c2-c2ccc(OC)c(F)c2)cc1	0	1	-110	15	-1	1.2	5	1	3
Cc1ccc(N2CC(C(=O)NNC(=O)c3ccc(F)cc3)CC2=O)cc1 (stereo not drawn)	0	18	x	5	1	3.4	-4	x	9
CC1(C)C2CC=C(/C=N/NC(=O)C(N)=O)C1C2 (stereo not drawn)	2	-3	2	8	-4	0.4	6	-1	0
CCOc1ccc(C(=O)COC(=O)CN2C(=O)NC3(CCCCC3C)C2=O)cc1 (stereo not drawn)	0	-7	x	4	-3	-0.9	5	x	3
Cc1cc(NC(=O)CSc2nc3ccccc3n2CC(C)C)no1	0	-12	4	7	2	0.5	6	0	9
CCN(C(=O)COC(=O)CCCOc1ccccc1)c1c(N)n(Cc2ccccc2)c(=O)[nH]c1=O	1	8	x	-11	1	3.5	4	x	-1
Cc1oc(-c2ccc(Cl)cc2)nc1CN1CCCC(C(=O)NCCCN2CCCC2=O)C1 (stereo not drawn)	0	4	0	42	-7	2.7	-4	1	-2
CN(C)CCCN(Cc1ccccc1)C(=S)NCc1ccccc1	0	1	0	-5	-4	-1.0	2	0	-2
CCCCC(=O)Nc1nnc(C)s1	1	0	1	1	-3	0.3	0	-4	3
CC(=O)c1cc2c(cc1NC(=O)Cn1cnc3ccccc3c1=O)OCO2	3	x	x	-1	-2	-1.5	15	x	3
O=c1cc(C(F)(F)F)[nH]c(=O)n1C1CCCCC1	0	13	-2	-13	-1	-0.6	9	-3	10
Cc1ccc(OCc2nc(-c3cccnc3)no2)cc1C	0	26	2	2	0	-3.8	-10	11	1
Cc1ccc(S(=O)(=O)N2CCN(C(=O)c3ccccn3)CC2)c(C)c1	0	-5	-4	-11	-5	-0.9	15	3	7
COc1ccc(-c2noc(C(C)NS(=O)(=O)c3ccc(NC(C)=O)cc3)n2)cc1 (stereo not drawn)	3	-37	0	5	0	1.9	-9	0	0
Nc1nonc1-c1nc2ccccc2n1Cc1ccc(F)cc1	0	-9	-2	i	0	-0.4	5	2	-8
SMILES	GRK2 aptamer HTS	JMJD2C inh	HCV core dimer	VLA-4 inh	PP1 inh	PP5 primary	procasp7 counter	Fh CTSL1 inh	procasp3 activ
C=CCOC(=O)c1ccc(N2CCN(c3ccccc3)CC2)nc1	0	2	4	1	2	-0.5	-3	1	-1
Cc1ccc(S(=O)(=O)N(C)c2c(C)ccc(S(N)(=O)=O)c2C)cc1	1	2	-1	4	-2	-0.7	5	1	1
N/C(=N\OC(=O)Cc1cccs1)c1ccc([N+](=O)[O-])cc1	0	-3	19	-18	1	-0.4	-5	-25	7
Cc1cc(C(=O)CN(Cc2ccc(F)cc2)S(=O)(=O)c2ccc3c(c2)OCCO3)c(C)n1C	3	13&4	8	12	1	1.8	-5	-1	-2
O=C(NC(Cc1ccccc1)C(=O)O)C1CCCCC1 (stereo not drawn)	0	0	5	12	-3	0.2	-1	-3	3
CCOc1cc(NC(=O)C2CC2)c(OCC)cc1NC(=O)c1cc(OC)c(OC)c(OC)c1	1	-11	-10	-11	-2	0.9	6	-2	-8
Cc1nn(Cc2ccc(Cl)cc2)c(C)c1NC(=O)c1noc2c1CCc1ccccc1-2	0	3	27	0	3	0.0	0	1	3
COc1cccc(CNC(=O)CCC2CCCN(c3cc(C)nc(N4CCCC4)n3)C2)c1 (stereo not drawn)	0	-3	-1	-22	-2	2.5	10	-2	-3
CC(=O)C1C(c2ccccc2Cl)NC(=O)NC1(O)C(F)(F)F (stereo not drawn)	2	4	-6	-3	4	0.0	3	-1	2
O=C1CCCc2c1nc(-c1ccc(F)cc1)n2O	1	9	-6	2	-5	-1.7	1	1	11
Cc1nc2sc(C(c3ccccc3)N3CCN(c4ccccc4F)CC3)c(O)n2n1 (stereo not drawn)	5	15	-4	-2	-5	5.1	7	-2	7
CCOC(=O)C1CN(S(=O)(=O)c2ccc(C)cc2)C1	0	-13	0	14	0	1.9	-4	0	0
CCC1CCCCN1CCCNC(=O)c1ccc(CS(=O)(=O)c2ccccc2C)o1 (stereo not drawn)	0	5	9	-1	-4	1.3	5	0	0
CCOc1ccc(/C(O)=C2\C(=O)C(=O)N(CCOCCO)C2c2ccccc2OC)cc1 (stereo not drawn)	1	4	0	2	1	-0.2	5	-5	1
Cc1ccc(NC(=O)CN(C)C(=O)COC(=O)[C@@H](NC(=O)c2ccccc2F)C(C)C)cc1	0	4	x	-22	x	x	-7	x	-4
Cn1c(=O)oc2cc(S(=O)(=O)NC3CCCCCCC3)ccc21	1	2	-5	-1	-4	-3.9	-5	-4	-7
O=c1c(Cl)c(NCC2CCCO2)cnn1C12CC3CC(CC(C3)C1)C2 (stereo not drawn)	0	-2	4	2	-1	-0.7	13	6	-15
O=C(N/N=C/c1ccc([N+](=O)[O-])o1)c1cn(-c2ccccc2)nc1-c1ccccc1	0	5	18	2	6	1.1	-1	3	4
Cc1cc(C)cc(Oc2coc3cc(O)ccc3c2=O)c1	0	-2	-13	-7	-5	1.6	0	17*	-1
CCC1(CC)Cc2ccccc2-c2nc(CN(C)C)[nH]c(=O)c21	0	-1	7	-4	-4	-1.1	-15	-2	3
COc1ccc(-c2c(C(F)(F)F)oc3cc(OCC(=O)Nc4ccccc4C(F)(F)F)ccc3c2=O)cc1OC	0	0	-10	-7	1	2.0	-5	-1	-3
O=C(CSCc1ccc(Cl)cc1)Nc1ccc(O)cc1C(=O)O	0	25	5	8	-2	-1.9	24	-4	2
CCC1(CC)NC(=O)N(CC(=O)OCC(=O)Nc2ccccc2OC(F)F)C1=O	2	1	x	2	-1	-0.5	1	x	0
CCSc1ccc(-c2nn(-c3ccccc3)cc2/C=C(/C#N)C(=O)NCCCOC)cc1	11	-4	2	1	-2	0.3	-22	2	-2
Cc1c(NC(=S)NC(=O)c2cccc([N+](=O)[O-])c2)c(=O)n(-c2ccccc2)n1C	1	4	-4	1	-2	1.1	-4	-1	-2
Cc1csc(OCc2ccc(C#N)cc2)n1	1	-10	-3	-2	-3	2.4	-3	-2	8
O=C(NCCc1ccc(Cl)cc1)c1nnc(Cc2ccc(Cl)cc2)o1	0	5	-12	0	-3	2.0	3	-1	11
COc1ccc(C(=O)NNC2=NC(C)(C)Cc3cc(C)c(C)cc32)cc1	0	6	0	20	1	0.3	2	-1	7
